# High-throughput results: PubChem, The Scripps Research Institute Molecular Screening Center
# GSTO1 inh: counter-screen for RBBP9 inhibitors: inhibitors of human GSTO1. P78417. 300,000 tested, 1.1% active. AID 1974. inhibition, % at 5.96 µM. recombinant GSTO1, activity-based probe fluorescence polarization;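 active means inhibition above the campaign mean inhibition plus 3 SD, cut at about 35% in these data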;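 further: 0% = GSTO1-1 with DMSO and 100% = wells lacking GSTO1-1 enzyme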
# PAFAH1B2 inh: inhibitors of human PAFAH1B2; recombinant PAFAH1B2, FP-rhodamine activity probe, fluorescence polarization; inhibition, % at 3.39 µM; 340,000 tested, 1.2% active;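 active means inhibition above the mean of all tested compounds plus 3 SD, cut at about 24% in these data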;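 further: 0% = enzyme with DMSO and 100% = wells lacking PAFAH1B2; many of its hits are not listed in these tables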
# PAD4 inh: blocks human protein arginine deiminase 4. Q9UM07. 330,000 tested, 0.41% active. recombinant PAD4, RCA probe fluorescence polarization. inhibition, % at 6.36 µM;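 active means percent inhibition above a cutoff equal to the mean of all tested compounds plus 3 SD, cut at about 15% in these data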;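 further: 0% = PAD4 with RCA probe and DMSO and 100% = probe without PAD4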
# Target sequence (Q9UM07 whole entry, looked up): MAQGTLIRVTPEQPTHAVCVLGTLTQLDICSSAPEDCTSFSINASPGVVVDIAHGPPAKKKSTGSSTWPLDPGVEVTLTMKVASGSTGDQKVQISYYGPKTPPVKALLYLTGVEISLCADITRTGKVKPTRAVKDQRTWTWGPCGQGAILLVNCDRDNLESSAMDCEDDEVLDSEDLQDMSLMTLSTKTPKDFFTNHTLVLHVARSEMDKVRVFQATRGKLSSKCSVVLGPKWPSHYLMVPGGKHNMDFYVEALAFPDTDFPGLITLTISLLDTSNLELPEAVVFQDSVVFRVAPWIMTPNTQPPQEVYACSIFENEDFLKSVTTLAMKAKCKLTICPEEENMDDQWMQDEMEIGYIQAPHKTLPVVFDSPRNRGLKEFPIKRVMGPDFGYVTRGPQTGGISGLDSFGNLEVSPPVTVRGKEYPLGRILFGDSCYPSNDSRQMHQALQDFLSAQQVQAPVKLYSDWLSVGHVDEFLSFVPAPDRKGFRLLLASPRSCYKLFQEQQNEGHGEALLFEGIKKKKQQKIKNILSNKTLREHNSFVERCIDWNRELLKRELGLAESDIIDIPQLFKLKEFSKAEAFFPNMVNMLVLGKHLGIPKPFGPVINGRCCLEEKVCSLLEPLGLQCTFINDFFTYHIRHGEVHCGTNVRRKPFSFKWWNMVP
# LYPLA2 counter: blocks human lysophospholipase 2, a PME1 counter-screen; O95372; recombinant LYPLA2, FP-Rh probe fluorescence polarization; inhibition, % at 5.9 µM; 320,000 tested, 0.38% active; AID 2177;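 active means inhibition above the screen-wide mean plus 3 SD, limit set per campaign, cut at about 26% in these data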;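 further: 0% = LYPLA2 with DMSO and 100% = wells lacking LYPLA2 enzyme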
# pPAFAH inh: inhibitors of human plasma PAF acetylhydrolase (pPAFAH) | Q13093 | recombinant pPAFAH, FP-rhodamine probe fluorescence polarization | inhibition, % at 3.39 µM | 330,000 tested, 1.5% active;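 active means inhibition above the mean inhibition across the screen plus 3 SD, cut at about 25% in these data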;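 further: inhibitors block binding of the rhodamine activity-based probe so polarization drops; 0% = enzyme with DMSO and 100% = wells lacking pPAFAH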
# PAFAH1B3 FP inh: PAFAH1B3 (human) inhibition; 340,000 tested, 0.28% active; Q15102; inhibition, % at 3.39 µM; recombinant PAFAH1B3, FP-rhodamine probe, fluorescence polarization; AID 492972;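 active means inhibition above the screen-wide average of all tested compounds plus 3 SD, cut at about 25% in these data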;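 further: 0% = enzyme with DMSO only and 100% = wells lacking PAFAH1B3 protein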
# Target sequence (Q15102 whole entry, looked up): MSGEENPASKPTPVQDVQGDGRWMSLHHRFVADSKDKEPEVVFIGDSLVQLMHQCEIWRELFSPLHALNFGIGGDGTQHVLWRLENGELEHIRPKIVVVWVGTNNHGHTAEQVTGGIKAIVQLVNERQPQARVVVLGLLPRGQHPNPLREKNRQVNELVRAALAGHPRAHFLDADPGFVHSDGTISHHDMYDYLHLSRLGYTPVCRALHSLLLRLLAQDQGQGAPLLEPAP
# PAFAH2 FP inh: PAFAH2 (human) inhibition; Q99487; recombinant PAFAH2, FP-rhodamine activity probe, fluorescence polarization; inhibition, % at 3.39 µM; 340,000 tested, 0.99% active; AID 492956;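 active means inhibition above the mean over all tested compounds plus 3 SD, cut at about 30% in these data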;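 further: inhibitors block probe labeling of enzyme so polarization drops; 0% = enzyme with DMSO and 100% = wells lacking PAFAH2 protein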
# LYPLA1 counter: LYPLA1 (human) inhibition in PME1 counter-screen; inhibition, % at 5.9 µM; AID 2174; recombinant LYPLA1, FP-Rh probe fluorescence polarization; 320,000 tested, 0.16% active; O75608;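 active means inhibition above the mean of all tested compounds plus 3 SD, set per campaign, cut at about 14% in these data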;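 further: inhibitors block serine hydrolase probe labeling of LYPLA1 so polarization falls; 0% = enzyme with DMSO and 100% = wells lacking LYPLA1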
# Target sequence (O75608 whole entry, looked up): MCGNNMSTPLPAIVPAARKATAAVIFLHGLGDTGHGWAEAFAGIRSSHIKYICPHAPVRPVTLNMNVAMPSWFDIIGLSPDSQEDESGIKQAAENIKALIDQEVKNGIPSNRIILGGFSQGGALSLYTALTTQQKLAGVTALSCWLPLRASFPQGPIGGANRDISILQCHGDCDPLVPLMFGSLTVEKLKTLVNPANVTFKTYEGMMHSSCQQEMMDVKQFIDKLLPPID
# PME-1 primary: PME-1 (human) inhibition; Q9Y570; recombinant PME-1, FP-Rh probe fluorescence polarization; inhibition, % at 5.9 µM; 320,000 tested, 0.53% active;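 active means inhibition above the campaign mean of all compounds plus 3 SD, cut at about 26% in these data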;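 further: competitive labeling of PME-1 active site by serine hydrolase directed probe; 0% = PME-1 with DMSO and 100% = wells lacking PME-1 enzyme; inhibitors block probe labeling so polarization falls and inhibition rises; many of its hits are not listed in these tables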
# * = called active by the depositor; nt = no result given; & = joins results of further samples.
SMILES,GSTO1 inh,PAFAH1B2 inh,PAD4 inh,LYPLA2 counter,pPAFAH inh,PAFAH1B3 FP inh,PAFAH2 FP inh,LYPLA1 counter,PME-1 primary
COc1ccc(C2C3C(=O)N(Cc4ccccc4)C(=O)C3ON2c2ccccc2)c(OC)c1OC (configuration not stated),6,1,-2,-1,2,9,13,0,1
CN(C)c1nc(OCc2ccccc2)c2ncc(=O)[nH]c2n1,-1,6,0,5,0,3,2,-1,-3
Oc1ccc(/C=N/n2cnn(Cc3ccccc3Cl)c2=S)c(O)c1,6,5,2,-1,2,-1,1,-1,0
COc1ccccc1/C=C/C(=O)OCC(=O)c1cc(C)n(C)c1C,nt,6,4,4,4,4,20,-2,-5
O=C(COc1ccccc1[N+](=O)[O-])N/N=C/c1ccccn1,1,1,-2,-3,-1,5,5,0,1
Cc1cc(C)cc(NC(=O)CCNS(=O)(=O)c2cc(Br)cnc2N)c1,4,2,-3,0,5,4,6,0,0
CCCCN(C(=O)c1ccc(-c2ccc(Cl)cc2)o1)c1c(N)n(CCCC)c(=O)[nH]c1=O,nt,-4,0,-2,-2,-4,-1,-1,-5
NC(=O)c1nsc(C(=O)N(CC(=O)NC2CCCCC2)c2cccc(F)c2)c1N,-4,2,-6,4,4,8,-4,3,-8
CCOc1ccc(CC(=O)C2C(=O)CCCC2=O)cc1OCC,1,5,-1,5,3,8,4,0,4
CCCCNC(=O)CSc1nc2ccc(NC(=O)CSc3nnc(N)s3)cc2s1,-7,-2,-2,1,4,11,-6,-2,-8
CCOc1ccccc1N1CCN(C(=O)c2c(C)noc2C)CC1,2,0,11,-3,3,7,-4,1,4
COC(=O)c1cccc(NC(=S)Nc2cccc(Cl)c2Cl)c1,2,0,1,3,6,2,-11,-3,-1
Clc1ccccc1OCc1nc(-c2ccccn2)no1,-1,3,-1,6,5,-1,-4,-3,1
COc1ccccc1CCNC(=O)c1cccc(S(=O)(=O)N2CCc3ccccc3C2)c1,nt,-1,-2,-10,0,3,10,-7,-9
COc1ccccc1NC(=S)N1CCC(NC(=O)NC23CC4CC(CC(C4)C2)C3)CC1,2,4,2,1,-2,-11,4,-1,0
O=C(COC(=O)C1CC2C=CC1C2)NCc1ccco1 (configuration not stated),16,1,-7,1,16,3,32*,1,-6
Cc1nc2sccn2c1P(c1c(C)nc2sccn12)c1c(C)nc2sccn12,-4,-2,-1,8,6,-7,2,4,6
CC(C)CNC(=O)c1ccccc1-c1ccccc1C(=O)O,2,1,4,-3,2,-2,-2,-4,0
COc1cc(C)ccc1OCCOc1c(Cl)cc(Cl)cc1Cl,6,5,1,0,5,6,1,0,-2
COc1ccc([N+](=O)[O-])cc1NC(=O)CCN1CCN(C)CC1,3,1,-6,11,4,1,-1,-1,3
CCOc1cc(C(=S)N2CCCC2)ccc1OC(=O)Cc1ccc(F)cc1,3,10,-2,-2,12,2,6,-2,2
COc1ccc(CNC(=O)COC(=O)CNC(=O)c2sc3ccccc3c2Cl)cc1OC,nt,-1,-8,5,11,10,6,2,1
Cc1c(Cl)cccc1NC(=S)NCCN1CCOCC1,5,1,2,-3,12,8,-8,0,0
CCN(CC)S(=O)(=O)c1cc(NC(=O)COC(=O)CCC(=O)c2ccc(F)cc2)ccc1C,-3,1,0,-6,11,6,3,-1,4
CC(C)N(C(=O)COC(=O)CCC(=O)c1cccs1)c1ccccc1,nt,6,2,nt,-1,4,2,nt,nt

# Quoted from the results shown, 2 compounds:
SMILES,GSTO1 inh,PAFAH1B2 inh,PAD4 inh,LYPLA2 counter,pPAFAH inh,PAFAH1B3 FP inh,PAFAH2 FP inh,LYPLA1 counter,PME-1 primary
COc1ccc(C2C3C(=O)N(Cc4ccccc4)C(=O)C3ON2c2ccccc2)c(OC)c1OC (configuration not stated),6,1,-2,-1,2,9,13,0,1
CN(C)c1nc(OCc2ccccc2)c2ncc(=O)[nH]c2n1,-1,6,0,5,0,3,2,-1,-3

# The results go on.
SMILES,GSTO1 inh,PAFAH1B2 inh,PAD4 inh,LYPLA2 counter,pPAFAH inh,PAFAH1B3 FP inh,PAFAH2 FP inh,LYPLA1 counter,PME-1 primary
COc1ccc(C(=O)Nc2ccc(S(=O)(=O)N3CCCCC3)cc2)cc1,-1,1,0,-7,-6,8,-11,-13,-1
N#CC1=C(N)Oc2n[nH]c(-c3cccnc3)c2C1c1cc(F)ccc1F (configuration not stated),11,7,2,1,-6,5,-1,2,0
CCn1c(SCC(=O)N/N=C/c2ccc(O)c(OC)c2)nc2ccccc21,0,2,-4,-4,4,11,-5,-2,1
O=C(COc1cc(F)ccc1[N+](=O)[O-])N1N=C(c2cccs2)CC1c1ccco1 (configuration not stated),nt,0,4,-1,5,8,0,-2,15
N#CC1(NC(=O)Cn2cc(C(F)(F)F)ccc2=O)CCCC1,nt,-1,-1,-2,-2,0,2,-2,3
COc1cc([N+](=O)[O-])cc(/C=N/NC(=O)CSc2ccccn2)c1O,-5,2,-3,2,12,5,10,5,0
CC(C)(C)c1csc(NC(=O)Cc2cccs2)n1,8,3,-5,-1,11,0,1,-1,1
COc1ccc(/C=C2\SC(=O)N(CCC(=O)Nc3ccc(S(=O)(=O)Nc4nccs4)cc3)C2=O)cc1,-13,-24,-30,-83,-39,-57,-67,-46,-117
O=C(Nc1ccc(Cl)cc1C(=O)NCCN1CCOCC1)c1ccc(Cl)cc1Cl,0,3,-1,-2,3,-5,-7,-2,3
Cc1ccc(S(=O)(=O)N2CCCC2CNC(=O)C(=O)Nc2ccc(F)cc2F)cc1 (configuration not stated),8,4,-1,-3,5,10,2,-1,1
S=C(c1ccc(-c2cc(Cl)ccc2Cl)o1)N1CCOCC1,1,-1,-2,1,6,4,1,1,-6
CCOc1ccc(Br)cc1S(=O)(=O)N1CCC(C(=O)O)CC1,0,5,-4,-4,1,1,8,2,-2
CCCc1cc(=O)[nH]c(SCc2ccc(C#N)cc2)n1,-15,25*,-3,1,8,6,-8,2,4
CCCC1=[N+](CC(C)=O)CCn2c(C)ccc21,16,-4,-6,1,9,-2,9,2,-11
CC(C)(C)NC(=O)COc1ccc(-c2ccccc2)cc1,5,10,0,-2,-2,9,1,0,-12
COc1ccc(-c2cc3ccccc3oc2=O)cc1NC(=O)c1ccc(Br)o1,0,-11,-6,-4,5,-13,-2,2,-7
CCCN(CCC)CCCNC(=O)c1cn(CC)c2ccc(S(=O)(=O)N(C)C3CCCCC3)cc2c1=O,0,3,1,-8,-3,11,3,-4,49*
C=C(C)[C@@H]1CC[C@]2(C(=O)O)CC[C@]3(C)C(CCC4[C@@]5(C)CC[C@H](O)C(C)(C)C5CC[C@]43C)C12 (some centres not stated),-2,2,1,4,-2,-2,5,0,-1
CC(=O)N(Cc1cc2cc(C)c(C)cc2n2nnnc12)CC1COCCO1 (configuration not stated),0,6,5,8,4,3,4,-2,-7
Cc1ncc(CN2CCCC(C(=O)Nc3ccc(-c4ccco4)cc3)C2)cn1 (configuration not stated),-18,-1,-7,-12,-6,1,-1,-3,-8
CCN(CC)S(=O)(=O)c1cccc(NC(=O)CNC2CCCCCC2)c1,3,2,1,-1,-4,2,-1,-2,1
COC(=O)c1c(NC(=O)C(C)(C)C)sc2c1CCN(Cc1ccccc1)C2,6,0,-1,0,-1,6,4,-2,-1
Cc1cc(C(F)(F)F)n2nc(-c3cnn(C)c3C(F)(F)F)c(Br)c2n1,11,-5,-1,-2,5,5,-4,-1,5
CCc1ccc(NC(=S)N(CCN(C)C)C(C)c2ccncc2)cc1 (configuration not stated),-7,2,3,-3,-7,5,3,2,-2
CC1Nc2ncnc(N3CCN(c4ccccn4)CC3)c2N(Cc2ccccc2)C1=O (configuration not stated),2,-5,2,-1,3,-2,-6,-1,1

# Additional compounds follow.
SMILES,GSTO1 inh,PAFAH1B2 inh,PAD4 inh,LYPLA2 counter,pPAFAH inh,PAFAH1B3 FP inh,PAFAH2 FP inh,LYPLA1 counter,PME-1 primary
COc1ccccc1CNC(=O)c1cc(-c2ccccc2)nn1CC1CC(c2cccc([N+](=O)[O-])c2)=NO1 (configuration not stated),-12,-4,0,-8,8,-9,-8,-4,3
COc1ccc(S(=O)(=O)N2CCOCC2)cc1NC(=O)CSc1ccccc1,0,19,-1,2,8,7,11,2,21
CCOc1ccccc1NC(=O)CSc1nc2[nH]ncc2c(=O)[nH]1,5,-1,-3,4,3,13,-2,4,0
Cn1c(/N=C/c2cccs2)nc2ccccc21,-1,2,0,1,0,7,5,1,2
COc1ccc(NC(=O)/C(=C\c2cccs2)NC(=O)c2ccco2)cc1,1,-1,3,-3,3,1,4,-2,-2
Cc1ccc(/C=N/NC(=O)c2c[nH]c3ccccc23)o1,7,4,4,-11,1,10,3,-6,-1
COc1ccc(CNS(=O)(=O)c2ccc(S(=O)(=O)N3CCCCC3)cc2)cc1,-4,3,-1,-3,3,8,-1,-4,-4
CC(C)(C)OC(=O)C[C@H]1C/C=C\C[C@@H](CC(=O)N[C@H](CO)Cc2ccccc2)C(=O)N2CCC[C@H]2COC1=O,nt,0,5,nt,1,6,-10,nt,nt
O=c1nccc(SCc2ccc(Cl)cc2Cl)[nH]1,-6,13,1,-5,5,7,2,0,0
CCOc1ccc(N/N=C(/C#N)C(N)=O)cc1,-1,-6,0,11,3,6,2,5,2
CCOC(=O)c1c(C)oc2ccc(OC(=O)COc3c(F)c(F)c(F)c(F)c3F)cc12,-2,6,-3,2,7,4,-2,-3,2
COC(=O)Nc1sc2c(c1C(=O)N1CCOCC1)CCC(C)C2 (configuration not stated),1,4,1,3,6,5,1,1,-4
COC(=O)CN(C#N)c1nc(C)cc(C)n1,5,3,-5,-1,0,-1,10,-3,-3
COc1ccc(-n2c(SCC(=O)N3CCCCC3)nnc2-c2cccnc2)cc1,0,7,-3,-5,-1,-4,-4,-3,-2
N#Cc1cccnc1N1CCN(C(=O)c2cccc3c2C(=O)c2ccc(-c4ccc(F)cc4OCc4ccccc4)cc2S3(=O)=O)CC1,nt,9,-3,nt,24,4,-4,nt,nt
CCN1C(=O)N[C@@H](CCc2ccccc2)[C@H](C(=O)OC)[C@H]1C,2,2,-2,3,2,7,1,0,2
Cc1ccc(N2C(=O)CSC2c2c(F)cccc2Cl)cc1 (configuration not stated),1,15,5,-3,-2,7,4,1,1
CCOC(=O)/C(=C\Nc1ccc(OC(F)(F)F)cc1)Sc1ncc(C(F)(F)F)cc1Cl,3,5,0,-7,-1,3,-10,-1,-3
CCOC(=O)C1=C(C)OC(N)=C(C#N)C1c1cc2c(cc1[N+](=O)[O-])OCO2 (configuration not stated),46*,7,-11,5,20,1,13,-3,5
S=c1[nH]c2ccccc2n1Cc1ccccc1,-2,2,-6,0,-4,5,2,2,-1
Cc1ncsc1CCOC(=O)c1cccc([N+](=O)[O-])c1,2&1,4&4,2&-3,5&10,1&2,3&8,-7&4,1&5,6&-2
CCCn1c(SCC(=O)N2CCc3ccccc3C2)nc2c1c(=O)n(C)c(=O)n2C,1,7,-4,-2,5,5,0,-2,-4
CCOC(=O)C1CCCN(C(=O)c2ccccc2Oc2ccccc2)C1 (configuration not stated),7,0,2,-5,8,8,-6,0,9
Cc1nc(-c2ccc(Cl)cc2)sc1C1(C)CC(c2ccccc2)=NO1 (configuration not stated),-5,0,-11,-7,1,-1,-6,-4,-2
CCCn1c(=O)n(C)c(=O)c2c(SCC(=O)NCC(c3ccccc3)N(C)C)nc(CC(C)C)nc21 (configuration not stated),1,0,-2,0,0,4,6,1,2
NC(=O)c1cccnc1Nc1cccc([N+](=O)[O-])c1,9,-1,-7,9,4,7,2,0,4

# These rows are one share of the data; count on the stated rates, not on these rows.
